LMPTP block – LMPTP (human) inhibition; P24666; recombinant LMPTP-A, OMFP fluorogenic substrate, fluorescence intensity; inhibition, % at 20 µM; 360,000 compounds, 0.22% hits;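 active = compounds that cut the enzyme signal by at least half of the control window in the single-dose screen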;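 note: plate controls were DMSO wells with enzyme plus substrate for no effect and substrate without enzyme for full effect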
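Test system: LMPTP-A, protein tyrosine phosphatase of low molecular weight; Input: 0.625 nM enzyme; Incubation: 50 min dark incubation at room temperature; Signal: endpoint fluorescence intensity from OMFP dephosphorylation; Read-out basis: % inhibition versus control wells.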
Scp1 inh – Scp-1 (human) phosphatase inhibition; AID 493091; Recombinant Scp1, phosphopeptide, malachite green phosphate absorbance; 340,000 compounds, 0.88% hits; inhibition, % at 20 µM; Q9GZU7;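 active = inhibition above about 50% at 20 µM, limit read from the data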;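 note: plate controls were DMSO wells with enzyme for no effect and wells lacking enzyme for full effect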
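System: truncated SCP-1 phosphatase (76-261aa); medium: Tris acetate buffer pH 5.5 with MgCl2 and Tween-20; incubation: 45 min room-temperature reaction, 5 min colour, 30 min stabiliser; compound: single 20 µM dose, 1% DMSO; reagent: Phosphorylated 17-residue peptide substrate; read-out: % inhibition at 20 µM; technique: colorimetric free-phosphate detection, absorbance 630 nm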
NadD block – inhibitors of Staphylococcus aureus NadD; purified NadD enzyme, colorimetric absorbance read-out; inhibition, % at 20 µM; 360,000 compounds, 0.78% hits; in the data active = inhibition above about 26%; note: some compounds past the cut are filed as inactive
DNMT1 block – blocks human DNA methyltransferase DNMT1; 360,000 compounds, 0.83% hits; DNMT1 molecular beacon, Hinp1I cleavage, fluorescence; inhibition (reported as % activation of signal), % at 10 µM; P26358; in the data active = inhibition above about 50%
Target sequence (P26358 504-1616 limits assumed): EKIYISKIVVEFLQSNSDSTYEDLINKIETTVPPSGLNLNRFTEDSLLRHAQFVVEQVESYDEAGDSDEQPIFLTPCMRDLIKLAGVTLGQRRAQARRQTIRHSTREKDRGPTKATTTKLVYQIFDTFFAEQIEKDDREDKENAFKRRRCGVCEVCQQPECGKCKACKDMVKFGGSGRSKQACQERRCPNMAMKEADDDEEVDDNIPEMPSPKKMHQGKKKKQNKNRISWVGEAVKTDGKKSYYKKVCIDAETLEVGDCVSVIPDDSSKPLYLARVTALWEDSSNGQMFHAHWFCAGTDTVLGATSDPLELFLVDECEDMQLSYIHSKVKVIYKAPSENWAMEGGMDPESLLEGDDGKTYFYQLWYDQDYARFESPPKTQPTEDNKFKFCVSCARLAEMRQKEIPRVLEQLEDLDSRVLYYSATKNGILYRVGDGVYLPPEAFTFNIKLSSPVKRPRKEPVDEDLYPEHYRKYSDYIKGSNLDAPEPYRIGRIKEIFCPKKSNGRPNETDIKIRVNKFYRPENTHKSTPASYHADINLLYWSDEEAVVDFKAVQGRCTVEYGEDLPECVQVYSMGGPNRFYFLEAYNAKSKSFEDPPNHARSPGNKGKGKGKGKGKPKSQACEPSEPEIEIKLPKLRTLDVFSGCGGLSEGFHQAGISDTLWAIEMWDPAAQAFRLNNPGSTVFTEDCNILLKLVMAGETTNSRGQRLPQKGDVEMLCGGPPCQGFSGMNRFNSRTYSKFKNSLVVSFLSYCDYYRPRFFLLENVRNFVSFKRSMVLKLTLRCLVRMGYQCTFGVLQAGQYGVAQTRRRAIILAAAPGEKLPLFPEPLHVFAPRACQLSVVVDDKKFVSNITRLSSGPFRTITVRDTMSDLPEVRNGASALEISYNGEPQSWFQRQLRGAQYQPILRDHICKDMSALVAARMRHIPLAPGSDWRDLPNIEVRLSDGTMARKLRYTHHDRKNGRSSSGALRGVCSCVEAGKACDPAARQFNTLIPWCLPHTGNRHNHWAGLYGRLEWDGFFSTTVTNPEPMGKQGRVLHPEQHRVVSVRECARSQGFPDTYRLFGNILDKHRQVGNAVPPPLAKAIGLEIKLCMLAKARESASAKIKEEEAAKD
TbMetRS inhib – Trypanosoma brucei MetRS inhibition; purified T. brucei MetRS, ATP depletion, Kinase-Glo luminescence; inhibition, % at 11.9 µM; 360,000 compounds, 0.4% hits; AID 624268;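 active = inhibition above a per-plate cutoff of the control wells' mean inhibition plus 3 SD, cut at about 5.5% in these data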;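 note: 0% = DMSO wells median and 100% = median of wells with control inhibitor compound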
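technique = Kinase-Glo luminescence, ATP depletion format | system = purified MetRS (methionyl-tRNA synthetase) enzyme from Trypanosoma brucei | timing = 15 min preincubation, 2 h reaction, all 25 °C | evaluation = percent inhibition versus plate control medians | dosing = single dose, 11.9 µM final nominal, 0.9% final DMSO | also added = substrates ATP, L-methionine and bulk Escherichia coli tRNA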
SUMO1 PPI mod – alters human SUMO1 binding to SIM partners | P63165 | inhibition, % at 20 µM | SUMO1 binding to a labelled peptide, TR-FRET, 1 h | 360,000 compounds, 0.33% hits; in the data active = inhibition above about 37%
Rpn11 inh – inhibitors of human proteasome Rpn11. O00487. human 26S proteasome, Ub4-pepOG fluorescence polarization; 20S core pre-blocked with epoxomicin. calls only at 20 µM. 360,000 compounds, 0.59% hits;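 active = inhibition at 20 µM, scaled to each plate's controls, above about 33%, limit read from the data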
STEP block – blocks human striatal-enriched tyrosine phosphatase. P54829. recombinant STEP, OMFP fluorogenic substrate, fluorescence. inhibition, % at 20 µM. 360,000 compounds, 0.25% hits;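 active = inhibition at 20 µM, scaled per plate between control wells, above about 37%, limit read from the data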;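 note: 0% = DMSO with enzyme and substrate and 100% = substrate only without enzyme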
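System: STEP phosphatase, cell-free reaction; Buffer or medium: Bis-Tris pH 6.0 buffer with DTT, detergent; Incubation: 20 min at room temperature, dark; Measured by: fluorescence, 480/540 nm.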
CSN deneddyl inh – inhibitors of human CSN-mediated cullin deneddylation; Q92905; Purified CSN, SCF-Nedd8-OG deneddylation, fluorescence polarization; inhibition, % at 12.5 µM; 360,000 compounds, 0.38% hits;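 active = pattern-corrected inhibition above about 35%, with an unprinted fluorescence ratio check between 0.5 and 1.5, limit read from the data, passing the limit was not always enough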;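 note: 0% = enzyme with substrate and 100% = substrate without enzyme; some results filed as inactive read as strong as hits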
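Material: human Csn5 produced in HEK293T cells; Input: enzyme 0.24 nM; Reagent: SCFSkp2-Nedd8OG substrate at 10 nM final; Dosing: 12.5 µM compound; Incubation: 90 min reaction at room temperature; Detection: fluorescence polarization of the substrate; Evaluation: % inhibition of substrate cleavage by Csn5; Control set: substrate-only high control, full reaction low control.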
MsrA inh – inhibitors of bovine MsrA; purified bovine MsrA, absorbance read-out; inhibition, % at 15.5 µM; 360,000 compounds, 0.75% hits; AID 651718; in the data active = inhibition above about 4.5%;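 note: 0% = vehicle wells with enzyme and 100% = reference inhibitor wells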
* marks the source's active call; other numbers are inactive results; i = inactive; / = no result given.

# | LMPTP block | Scp1 inh | NadD block | DNMT1 block | TbMetRS inhib | SUMO1 PPI mod | Rpn11 inh | STEP block | CSN deneddyl inh | MsrA inh | SMILES
1 | 0.5 | -10.9 | 10.4 | -0.1 | 0.0 | -12.3 | i | 0.7 | -0.6 | 1.2 | CC1CCC/C(=C\c2ccc(O)cc2)C1=O (configuration not stated)
2 | 0.0 | -4.8 | 0.3 | -9.8 | -0.2 | -3.4 | i | -5.5 | -0.7 | 2.2 | CC(=O)OCC1OC(n2ccc3ccccc32)C(OC(C)=O)C(OC(C)=O)C1OC(C)=O (configuration not stated)
3 | 0.4 | 2.9 | 2.2 | 1.8 | -1.2 | -2.9 | i | -1.2 | 0.6 | 0.1 | Cc1cc(C)n(C(=O)CCC2COc3ccccc3O2)n1 (configuration not stated)
4 | 3.4 | -12.7 | 0.8 | -3.9 | 0.3 | 1.8 | i | 0.8 | 1.5 | 1.3 | O=C(N/N=C/c1cccc(Oc2ccccc2)c1)c1ccc(O)cc1O
5 | 0.5 | -3.0 | 2.2 | -3.5 | 0.1 | 7.0 | i | 0.0 | -0.7 | -1.1 | CCN1C[C@@H]2[C@@H]3C(=O)N(C)C(=O)[C@@H]3[C@](Cc3ccccc3)(C1=O)N2C(=O)c1ccc(C)cc1
6 | 1.4 | -3.4 | -0.9 | -1.3 | -0.5 | -2.1 | i | 2.3 | 3.7 | 0.6 | CC(=O)c1ccc(OC(C)c2nc3ccccc3s2)cc1 (configuration not stated)
7 | -1.4 | -5.7 | 6.9 | 19.8 | 0.0 | 1.4 | i | 0.5 | -7.9 | 0.0 | CCC(=O)NC(=S)Nc1ccc(-c2nc3ccc(C)cc3s2)cc1
8 | -2.0 | -9.0 | -5.4 | 0.3 | -1.0 | 7.9 | i | 0.0 | 4.5 | -0.1 | CCCCN(C)CCCNC(=O)CN1N=C(c2ccc(Cl)cc2)CCC1=O
9 | -2.0 | 3.1 | -5.8 | 0.1 | -0.4 | -1.5 | i | 0.1 | -1.7 | -1.9 | Brc1ccc(-c2noc(-c3ccccn3)n2)o1
10 | -0.6 | -7.0 | 0.3 | 1.9 | -0.8 | -1.7 | i | 2.0 | -1.5 | -0.6 | Cc1ccc2ccc3cccnc3c2n1
11 | 0.0 | -0.4 | 0.5 | -4.6 | -0.9 | -0.3 | i | -5.1 | 1.8 | -0.8 | O=c1cc(N2CCc3ccccc3C2)[nH]c(=O)n1C1CCCCC1
12 | -0.2 | 5.7 | -5.4 | 2.7 | -0.7 | 2.8 | i | 0.4 | -5.6 | -1.1 | O=C(NC1CCCCC1)C1CCN(S(=O)(=O)N2CCCCCC2)CC1
13 | -0.5 | -2.9 | -4.4 | 2.4 | -0.3 | 2.5 | i | 1.6 | -3.5 | -0.1 | CCC(=O)NC(Nc1nc2ccc(C)cc2s1)(C(=O)OC)C(F)(F)F (configuration not stated)
14 | -1.1 | -10.7 | 0.3 | -0.2 | -0.7 | 0.0 | i | 1.9 | 0.2 | 1.1 | NNC(=S)Nc1ccc(C(F)(F)F)cc1Cl
15 | -1.9 | -9.8 | -2.4 | 4.9 | 0.4 | 1.4 | i | -0.5 | 1.9 | 0.0 | CC(C)(C)OC(=O)N1CCCN(C(=O)Nc2ccc(C(F)(F)F)cc2)CC1
16 | 4.8 | -1.7 | 5.8 | -4.4 | -0.8 | 0.3 | i | 1.5 | -3.0 | 0.6 | CCOC(=O)c1c(CN2CCOCC2)n(-c2ccccc2)c2cc(Br)c(OC)cc12
17 | -1.4 | 1.0 | -6.2 | 1.3 | -0.4 | 3.6 | i | -2.6 | 1.9 | -0.9 | CC1(c2ccc3c(c2)OCO3)NC(=O)N(CC(=O)Nc2ccccc2)C1=O (configuration not stated)
18 | 5.2 | -20.1 | 20.5 | -23.2 | 0.2 | 0.7 | / | -6.2 | 32.4 | 1.9 | COc1cc(OC)c(OC)cc1/C=C/C(=O)c1ccc(NS(=O)(=O)c2ccc(C)cc2)cc1
19 | 1.0 | -13.1 | 4.8 | -1.0 | -0.2 | 12.3 | i | 1.1 | -3.9 | -0.4 | CCN(C(=O)CSc1nc2cc(C(=O)O)ccc2c(=O)n1Cc1ccccc1)c1ccccc1
20 | -0.9 | -6.8 | -4.3 | 2.4 | 0.1 | 1.7 | i | -1.5 | -2.1 | -0.4 | Cc1cc(C)cc(C(=O)OCC(=O)NC2CCCC2)c1
21 | 0.6 | -0.1 | 3.6 | -1.9 | -0.1 | 3.7 | i | 0.0 | -1.0 | -1.5 | COc1ccc(CN2CCN(C(=O)c3ccc(S(=O)(=O)N4CCCCCC4)cc3)CC2)cc1F
22 | -2.7 | -5.9 | -8.9 | 1.2 | -1.2 | -8.0 | i | -0.6 | 2.8 | -0.3 | Cc1nn(C(=O)Cn2ccc([N+](=O)[O-])n2)c(C)c1Cl
23 | 0.6 | -2.2 | -0.8 | -15.1 | -0.1 | 3.4 | i | -1.1 | -2.1 | 0.2 | CCOC(=O)Cc1csc(NC(=O)CSc2nc(N)c3c(C)c(C)sc3n2)n1
24 | -2.3 | -14.5 | 0.8 | 10.2 | 0.1 | -4.4 | i | -3.0 | 6.6 | 1.8 | NS(=O)(=O)c1ccc(-c2cccc(/C=C3\SC(=O)NC3=O)c2)cc1
25 | -1.8 | 3.6 | -5.7 | -4.4 | -0.2 | 11.6 | i | -1.7 | -0.6 | -0.5 | CC/C(=N/Nc1ccccc1)c1cnnc(SC)n1
26 | 0.3 | / | 1.8 | 1.4 | -0.2 | -20.4 | i | 0.9 | -5.7 | -0.8 | CC(=O)Nc1nn(CC(C)C)c2nc3ccc(C)cc3cc12
27 | -2.0 | 11.4 | -3.3 | -0.8 | -0.1 | 1.9 | i | -0.7 | 2.8 | 1.5 | Cc1oc2c(CN3CCC(C)CC3)c(O)ccc2c(=O)c1-c1ccccc1
28 | 0.3 | 1.6 | 2.2 | -1.4 | 0.0 | 2.0 | i | -2.7 | -7.0 | -0.9 | FC(F)c1nc2ccccc2[nH]1
29 | 1.3 | 17.1 | -7.2 | -5.6 | 1.7 | 1.9 | i | -2.0 | -0.6 | 1.9 | Cn1c(=N)n(CC(=O)c2ccc(Cl)c(Cl)c2)c2ccccc21
30 | -1.5 | -1.1 | -1.2 | -3.0 | 0.7 | 6.7 | i | -0.4 | 2.8 | / | O=C(CCn1c(=O)[nH]c2ccccc2c1=O)NCCCN1CCN(c2cccc(Cl)c2)CC1
31 | 4.1 | -7.3 | -5.4 | -0.4 | -0.2 | 0.5 | i | -2.3 | 2.0 | 0.5 | COc1cc(OC)cc(C(=O)O/N=C(\N)c2cccc(C)c2)c1
32 | -1.1 | -6.1 | -3.1 | 1.0 | -0.4 | 6.1 | i | -2.7 | 9.6 | -0.7 | COc1ccc(-n2nnc3c(=O)n(CC(=O)Nc4cc(C)on4)cnc32)cc1OC
33 | -0.7 | 7.2 | -4.7 | 3.0 | -0.7 | 5.7 | i | -2.4 | -8.0 | -0.8 | Cc1ccc(C(=O)NCC(=O)NCC(c2ccco2)N2CCCCC2)cc1C (configuration not stated)
34 | -0.2 | -4.7 | 2.7 | -0.3 | 0.5 | 2.5 | i | 0.8 | -1.9 | 2.1 | Cc1cc(C(=O)C(=O)O)c(C)n1-c1ccc(Cl)cc1
35 | 0.9 | 4.6 | -2.2 | -2.2 | -0.2 | 0.0 | i | -0.3 | 5.5 | -0.2 | Cc1ccccc1C(=O)c1c[nH]c(C(=O)NCc2ccco2)c1
36 | 0.7 | -9.8 | 9.5 | -8.4 | 0.0 | 2.3 | i | 0.5 | -0.9 | 0.0 | O=C(Nc1ccc(Oc2ccc(NC(=O)c3ccco3)c(NC(=O)c3ccco3)c2)cc1)c1ccco1
37 | -1.0 | -13.3 | -7.5 | 0.3 | -0.3 | -8.2 | i | 1.8 | -3.7 | 2.1 | COc1ccc(/C=C/C(=O)NCCCNC(=O)/C=C/c2ccc(OC)c(OC)c2)cc1OC
38 | -0.5 | -11.8 | 5.7 | 0.1 | 0.0 | -16.2 | i | -0.6 | 0.3 | 0.6 | COc1ccc(/C=C/C(=O)OCC(=O)N2CC(=O)Nc3ccccc32)cc1S(=O)(=O)N1CCOCC1
39 | 0.3 | -4.5 | -4.3 | 38.3 | -0.6 | 1.2 | / | -26.2 | -73.4 | 1.0 | CN(C)c1ccc(/C=N/N(CCO)C2=NS(=O)(=O)c3ccccc32)cc1
40 | -0.6 | -10.7 | -3.1 | 2.8 | 0.7 | 1.9 | i | 1.9 | -3.0 | -0.5 | CC(C)c1nc2ccccc2n1CCC(=O)O
41 | 0.1 | 8.1 | -3.0 | -0.3 | 0.3 | 2.3 | i | -1.9 | 4.1 | 1.1 | Cc1ccc(NC(=O)C2CCN(S(=O)(=O)c3cnc[nH]3)CC2)nc1
42 | -0.5 | -6.8 | -0.4 | -10.2 | -0.5 | -1.6 | i | 2.5 | 1.5 | 1.2 | C(=NOCCc1ccccc1)c1ccncc1
43 | 0.2 | -22.2 | -19.2 | -2.8 | -0.3 | 2.7 | i | 6.9 | 2.4 | 1.1 | CCC(Cc1ccccc1)NCc1c(C(=O)O)c(C)n(Cc2ccccc2)c1C (configuration not stated)
44 | 1.1 | -9.2 | -8.4 | 0.2 | -0.3 | -0.3 | i | 2.0 | 0.8 | -0.4 | O=S(=O)(c1ccc2c(c1)OCCO2)N(Cc1ccc(F)cc1)Cc1nnc(-c2cccs2)o1
45 | 0.4 | -12.8 | 0.0 | 3.3 | 1.4 | 4.7 | i | -0.1 | 0.9 | -0.9 | CN(CC(=O)Nc1ccc(Cl)c(C(F)(F)F)c1)C(=O)c1cccs1
46 | -0.9 | -4.0 | -8.5 | 0.9 | -0.7 | -13.5 | i | 1.9 | -3.9 | -0.3 | CSc1ncccc1C(=O)OCc1ccc([N+](=O)[O-])cc1
47 | 0.2 | -10.4 | -3.5 | -1.1 | 0.2 | -2.4 | i | 7.9 | 2.5 | 1.2 | O=C(Nc1ccc(N2CCN(C(=O)c3ccco3)CC2)c(Cl)c1)c1cccnc1

3 entries picked at random from the list so far, as already listed:
# | LMPTP block | Scp1 inh | NadD block | DNMT1 block | TbMetRS inhib | SUMO1 PPI mod | Rpn11 inh | STEP block | CSN deneddyl inh | MsrA inh | SMILES
27 | -2.0 | 11.4 | -3.3 | -0.8 | -0.1 | 1.9 | i | -0.7 | 2.8 | 1.5 | Cc1oc2c(CN3CCC(C)CC3)c(O)ccc2c(=O)c1-c1ccccc1
42 | -0.5 | -6.8 | -0.4 | -10.2 | -0.5 | -1.6 | i | 2.5 | 1.5 | 1.2 | C(=NOCCc1ccccc1)c1ccncc1
34 | -0.2 | -4.7 | 2.7 | -0.3 | 0.5 | 2.5 | i | 0.8 | -1.9 | 2.1 | Cc1cc(C(=O)C(=O)O)c(C)n1-c1ccc(Cl)cc1

Screening results as filed in PubChem BioAssay.
